LmPK inhibitor: inhibitors of Leishmania mexicana pyruvate kinase. Q27686. purified LmPK, Kinase-Glo ATP luminescence, 1 h. Potency, µM (top dose mostly 57.5 µM), for inactives: top-dose activity change, negative = inhibition, most hits filed as inhibitors. hit rate 0.37% among 290,000. AID 1721
Target sequence (Q27686 whole entry, looked up): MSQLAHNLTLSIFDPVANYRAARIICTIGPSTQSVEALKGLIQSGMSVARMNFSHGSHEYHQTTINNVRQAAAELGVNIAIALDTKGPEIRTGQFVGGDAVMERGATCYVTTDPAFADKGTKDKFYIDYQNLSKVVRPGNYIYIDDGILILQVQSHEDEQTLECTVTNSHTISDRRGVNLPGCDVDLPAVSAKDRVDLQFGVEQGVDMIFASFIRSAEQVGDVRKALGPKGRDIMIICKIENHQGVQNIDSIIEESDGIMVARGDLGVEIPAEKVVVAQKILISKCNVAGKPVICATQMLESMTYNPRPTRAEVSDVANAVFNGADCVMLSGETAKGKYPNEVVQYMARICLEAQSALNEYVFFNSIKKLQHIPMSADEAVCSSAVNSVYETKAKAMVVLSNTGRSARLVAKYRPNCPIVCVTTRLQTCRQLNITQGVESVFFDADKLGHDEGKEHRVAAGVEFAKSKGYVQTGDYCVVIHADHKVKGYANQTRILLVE
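In 50 mM imidazole pH 7.2 with 7 mM MgCl2, LmPK (0.1 nM) turned over PEP (0.5 mM) and ADP (0.1 mM) for 1 h at room temperature. Luciferase read-out of ATP.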
Sm TGR inh: inhibitors of Schistosoma mansoni thioredoxin glutathione reductase. Q962Y6. purified TGR, DTNB reduction, TNB absorbance 405 nm. Potency, µM (doses to about 114 µM), without a hit: at the highest dose activity change, negative = inhibition, actives largely listed as inhibitors. hit rate 3% among 360,000. AID 485364; note: nearly all actives have a fitted effect of over 60% in size
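TGR 20 nM + NADPH 100 uM (dispensed conc.), cpd preinc 15 min RT; start with NADPH (500 uM addition) then DTNB (15 mM addition). Kinetic TNB absorbance, 405 nm filter. Four-parameter Hill fit across titration.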
Pf growth 48h: inhibits P. falciparum growth in the first generation, 48 h | P. falciparum luciferase growth in erythrocytes, 48 h | Potency, µM (doses to about 28.7 µM), inactives show at the highest dose activity change, negative = inhibition, usual class: inhibitors | hit rate 5.9% among 310,000
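Compounds are pin-transferred into medium, infected erythrocytes (2% hematocrit, 0.1% parasitemia final) are added, and plates sit one parasite generation at 37 C in 5% CO2. Detection reagent is then added and luminescence measured.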
HCV inhibitor: HCV inhibition | hit rate 3.4% among 340,000 | Potency, µM (series often up to 41.8 µM), for the others: at the highest dose activity change, negative = inhibition, usual class: inhibitors | Huh7.5.1 HCVcc-Cre infection, luciferase reporter, 44 h | AID 651820
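Cells (1,000/well) were plated 4 h before compound, then infected with HCVcc-Cre virus (~0.5 moi). After 44 h further culture, infection was read as luciferase luminescence following a 15 min substrate incubation at room temperature.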
Pf growth 96h: inhibits malaria parasite growth, 96 h. Potency, µM (highest dose often 28.7 µM), without a hit: at the highest dose activity change, negative = inhibition, most hits filed as inhibitors. AID 504834. hit rate 6.9% among 320,000. P. falciparum luciferase reporter growth, 96 h
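Readout is luminescence from an integrated firefly luciferase in P. falciparum. Red cells, 2% hematocrit and 0.05% parasitemia final, were cultured with compound through two parasite generations (96 hours) at 37 C, 5% CO2.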
Tb PYK inh: inhibitors of Trypanosoma brucei pyruvate kinase; Q57TT1; TbPYK enzyme, Kinase-Glo Plus ATP luminescence, 45 min; Potency, µM (titrated, usually from 76.8 µM), without a hit: at the top dose activity, negative = inhibition, hits mostly inhibitors; hit rate 0.12% among 410,000; AID 624173; note: nearly all actives have a fitted effect of over 50% in size
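ADP (130 uM final) triggers the TbPYK reaction after compound addition; incubation is 45 min at room temperature. Kinase-Glo Plus is then added and luminescence imaged. Normalized data are fitted to concentration-effect curves.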
The depositor's hits bear a star; ? = inconclusive; · = not tested or not shown; & = joins results of further samples; [ ] = remark or other dose. Calls come from the whole dose curve; as a rule, active = well fitted curve in the direction sought with a large enough effect; inconclusive = small, poorly fitted or top-dose-only effect, or another doubt; inactive = no such curve, though single readings can be large; an effect the other way counts as inactive or inconclusive. % is set by controls: 0 for no effect and ±100 for the full control effect; potency is the fitted concentration of half-maximal effect.

The line under a structure holds: LmPK inhibitor, Sm TGR inh, Pf growth 48h, HCV inhibitor, Pf growth 96h, Tb PYK inh
CCn1c(CCNC(=O)c2cccs2)nnc1SCC(=O)Nc1ccc(Cl)cc1
  4%, -5%, -30%, -13%, ?, 0%
COCC(O)CNc1ccccc1 (centres undefined)
  0%, 0%, 32%[activator], -3%, 13µM*, -16%
O=C(OC(C(=O)NC1CCCCC1)c1ccccc1F)c1ccco1 (centres undefined)
  -5%, -19%, 15%, 13%, -16%, 1%
COCCNC(=O)C1CC(c2ccccc2C(F)(F)F)=NO1 (centres undefined)
  ·, 1%, ?, 15%, 71%[activator], -3%
COc1ccccc1CNc1nc(=S)[nH]c2cc(OC)c(OC)cc12
  0%, -32%, ?, -15%, 1%, 1%
CCN(CC)C(=O)c1ccc2c(c1)C1C(Cl)C(Sc3ccccc3[N+](=O)[O-])CC1C(C(=O)O)N2 (centres undefined)
  ?, 3.2µM*, ?, 10%, ?, -26%
CN(C)S(=O)(=O)c1cccc(C(=O)Nc2ccc(S(=O)(=O)N3CCCC3)cc2)c1
  4%, -6%, 12µM*, -12%, ?, 1%
CCOc1cc(/C=C2/C(=O)N(c3ccccc3)N=C2C)ccc1OC(=O)c1ccco1
  -7%, 1%, 3%, 3%, 15%, -15%
Cc1noc2ncc(C(=O)c3cc(F)ccc3O)cc12
  6%, -16%, ·, -15%, 8.3µM*, 0%
COc1ccc(OCC(=O)Nc2c(C)ccc3nsnc23)cc1
  -6%, 3%, 3%, 1%, 30%, 7%
Cc1ccc2nc(SCC(=O)N3CCCCC3)nc(=O)n2c1
  ·, 5%, 13%, 1%, -33%, 6%
CCOC(=O)c1cc(C#N)c(SCC(=O)Nc2ccc(C(C)=O)cc2)[nH]c1=O
  3%, -6%, 8%, ?, -2%, 3%
COc1ccc(-c2nc(CN3CCC(C(=O)NC4CCCC4)CC3)c(C)o2)cc1OC
  2%, -24%, 15%, 11%, -8%, 5%
O=C(O)CSc1nnc(-c2ccncc2)n1-c1ccc(Cl)cc1
  9%, -2%, -5%, 3%, ·, -2%
CCc1nnc(NC(=O)C(C)Sc2ccccc2)s1 (centres undefined)
  3%, 0%, ·, 12%, -22%, 4%
Cc1ccc2[nH]c(=O)c(-c3nc4c(C)cccn4c3NCc3ccco3)cc2c1
  4%, 5%, 4%, ?, 11%[5.75 µM], 1%
CCn1c(CC(=O)Nc2ccccc2)n[nH]c1=S
  12%, 7%, -15%, 8%, -2%, ?
N/C(=N\OC(=O)c1cc(-c2ccccc2)nc2ccccc12)c1ccncc1
  1%, 7%, 33%[activator], 25%, 66%[activator], -17%
O=C(NN=C1CCCCC1)Nc1ccccc1Cl
  ·, -23%, -5%, ?, ?, 0%
CS(=O)(=O)Nc1nc2ccccc2[nH]1
  -4%, -15%, 8%, -8%, 57%[activator], 5%

Some entries already given, limited to LmPK inhibitor:
mol,LmPK inhibitor
CS(=O)(=O)Nc1nc2ccccc2[nH]1,-4%
O=C(OC(C(=O)NC1CCCCC1)c1ccccc1F)c1ccco1 (centres undefined),-5%
CCc1nnc(NC(=O)C(C)Sc2ccccc2)s1 (centres undefined),3%
CCn1c(CC(=O)Nc2ccccc2)n[nH]c1=S,12%
COc1ccc(-c2nc(CN3CCC(C(=O)NC4CCCC4)CC3)c(C)o2)cc1OC,2%
COCC(O)CNc1ccccc1 (centres undefined),0%

Additional records follow.
The line under a structure holds: LmPK inhibitor, Sm TGR inh, Pf growth 48h, HCV inhibitor, Pf growth 96h, Tb PYK inh
CC(C)(C)c1ccc(OCCC(=O)Nc2cccc(S(=O)(=O)N3CCOCC3)c2)cc1
  -5%, -3%, ?, ·, 78%[activator], -2%
COc1ccc2c(c1)c1c3n2CCN(C)C3=NCC1
  -1%, -29%, 8%&0%, -2%, -5%, -3%&0%
C/C=C/c1ccccc1OCc1ccc(C(=O)O)o1
  -1%, 0%, 13%, 13%, ?, -3%
Cc1oc2cc([N+](=O)[O-])c(O)c([N+](=O)[O-])c2c1C(=O)c1ccc(Cl)cc1
  6%, ?, -5%, -3%, ?, -1%
CCC(=O)NC(c1ccccc1)c1c(O)ccc2ccccc12 (centres undefined)
  0%, -7%, 9.3µM*, -6%, ?, 0%
CN1CCN(c2ncnc3c2cnn3-c2ccc(Cl)cc2)CC1
  4%, 2%, ·, -4%, 167%[activator], 1%
CC1=NNC(=O)C1C(c1ccccc1)C(C#N)C#N (centres undefined)
  4%, ?, ·, 8%, -5%, 0%
CCCc1ccc2oc(C(=O)N3CCCC3)c(C)c2c1
  -5%, -7%, 73%[activator], 0%, ?, -3%
Cc1ccc(-n2c(C)nnc2SCC(=O)N(C)C2CCS(=O)(=O)C2)cc1 (centres undefined)
  ·, -7%, ?, 8%, ?, -9%
O=C(O)c1cc(S(=O)(=O)Nc2ccccc2Cc2ccccc2)ccc1Cl
  3%, -1%, 21%, 11%, 20%, -3%
COc1cccc(NC(=S)N(Cc2ccccn2)Cc2ccccc2Cl)c1
  2%, 8%, ?, ?, 62%[activator], 2%
CCOc1ccc(C(=O)NCC(=O)N2CCN(c3ccc(C(F)(F)F)cn3)CC2)cc1
  ·, -1%, -13%, -1%, ?, 2%
Cc1ccc(S(=O)(=O)NCC(=O)N(CC(=O)NC2CCCCC2)CC2CCCO2)cc1 (centres undefined)
  1%, -25%, ·, 15%, ?, -3%
COC(=O)c1ccc(NC(=O)Cc2ccc(F)cc2)cc1
  -3%, 8%, -34%[1.15 µM], -21%, 59%[1.15 µM], 1%
Cn1cccc1C(=O)NNC(=O)COc1ccc(C#N)cc1
  ·, 4%, 15%, 18%, 34%[activator], -2%
O=C(O)CC/C(=N\Nc1ccc(Cl)cc1)c1cccs1
  2%, 4%, -9%, 16%, -14%, 6%
CC(O)c1nc2ccccc2n1CC(=O)N1CCN(c2ccccc2)CC1 (centres undefined)
  5%, -17%, 9%, 2%, 28%, -1%
CCOc1ccc(C(CC(=O)O)NC(=O)COc2ccccc2OC)cc1OC (centres undefined)
  0%[11.5 µM], 4%, -13%, 14%, 12%, -5%
CC(=O)c1cccc(NC(=O)NNC(=O)c2ccc(-c3ccccc3)cc2)c1
  -1%, 6%, 3%, 5%, 0%, -6%
O=C1Nc2ccc(Br)cc2C12NNc1ccccc1O2 (centres undefined)
  11%, -1%, 19%, 5%, 3%, -11%

Structures above that contain a cyano group (three):
The line under a structure holds: LmPK inhibitor, Sm TGR inh, Pf growth 48h, HCV inhibitor, Pf growth 96h, Tb PYK inh
CCOC(=O)c1cc(C#N)c(SCC(=O)Nc2ccc(C(C)=O)cc2)[nH]c1=O
  3%, -6%, 8%, ?, -2%, 3%
CC1=NNC(=O)C1C(c1ccccc1)C(C#N)C#N (centres undefined)
  4%, ?, ·, 8%, -5%, 0%
Cn1cccc1C(=O)NNC(=O)COc1ccc(C#N)cc1
  ·, 4%, 15%, 18%, 34%[activator], -2%

(more compounds)
The line under a structure holds: LmPK inhibitor, Sm TGR inh, Pf growth 48h, HCV inhibitor, Pf growth 96h, Tb PYK inh
COC(=O)C(Cc1ccc(O)cc1)NC(=O)c1ccccc1 (centres undefined)
  -14%, 1%, 89%[activator], 3%, ·, 4%
Cc1ccc(N(C)C(=O)N2CCN(S(=O)(=O)c3ccc(C)c(C)c3)CC2)cc1
  5%, -9%, ·, 8%, ?, 1%
O=C(COc1ccccc1F)Nc1cc(S(=O)(=O)N2CCOCC2)ccc1N1CCOCC1
  2%, 12%, 12µM*, -4%, ?, 5%
Cc1nn(C(C)c2nc(-c3ccccc3)no2)c(C)c1[N+](=O)[O-] (centres undefined)
  -2%, 0%, 2%, 0%, ?, -1%
COc1cccc2c1C(=O)c1c(O)c3c(c(O)c1C2=O)C[C@](O)(C(=O)CO)C[C@@H]3O[C@H]1C[C@H](N)[C@@H](O)[C@H](C)O1
  ·, ·, -10%, ·, -10%, 5%
COc1ccc(N2CC(C(=O)Nc3cccnc3)CC2=O)cc1 (centres undefined)
  -1%, -2%, 34%[activator], 10%, 1%, 0%
CCCCN(C)C(=O)C1CCN(Cc2ccc(OCc3ccccc3)cc2)CC1
  -3%, 1%, ?, ?, -10%, -6%
Cn1c(=O)n(C/C=C/c2ccccc2)c(=O)c2c1nc1n2CCCN1Cc1ccccc1
  3%, -6%, 13µM*, ?, 15µM*, 3%
Cn1c(SCC(=O)NC2CCCCC2)nnc1-c1ccccn1
  -15%, 0%, 13%, -1%, 7%, -4%
C=CCOc1ccc(Br)cc1CNCC
  -3%, 7%, 1%, ?, -1%, -2%
Cc1[nH]c2ccccc2c1C(=O)C(=O)Nc1ccc2c(c1)OCCO2
  0%, 6%, -29%, -8%, -23%, 11%
Cc1ccc(NC(=O)c2cc(-c3cc(Cl)ccc3O)n[nH]2)cc1C
  -1%, 8%, 1.9µM*, 12%, 1.7µM*, -2%
O=C(CSc1n[nH]c(=O)n1-c1ccccc1)N1CCOCC1
  0%, -23%, -12%, 16%, 45%[activator], 5%
COc1ccccc1-c1nnc(NC(=O)C(C)C)s1
  0%, -21%, 41%[activator], -6%, -13%, -4%
Nc1cc(N)nc(CS)n1
  1%, 15%, -5%, 15%, 5%, -1%
Cc1ccc(S(=O)(=O)NCC(c2cccnc2)N(C)C)cc1 (centres undefined)
  -2%, -4%, 1%, 17%, 15%, -2%
COc1ccc(N2CCN(C(=O)CN(Cc3ccc(Cl)cc3)S(C)(=O)=O)CC2)cc1
  6%, -26%, ·, ?, -21%, -7%
COc1cc(OC)cc(N2CC(C)(C)C2=O)c1
  1%, 2%, 2%, ?, 9%, -13%
Cc1ccc(C)c(NC(=O)C(Sc2ncnc3ccccc23)c2ccccc2)c1 (centres undefined)
  0%, -11%, -3%, ?, 42%[activator], 3%
O=C(NCCc1ccccn1)c1ccc(OC2CCN(CCc3ccccc3)CC2)cc1
  -10%, 51%[activator], 45%[activator], -19%, 8%, 0%

Taken from the results shown, three compounds:
The line under a structure holds: LmPK inhibitor, Sm TGR inh, Pf growth 48h, HCV inhibitor, Pf growth 96h, Tb PYK inh
Cc1nn(C(C)c2nc(-c3ccccc3)no2)c(C)c1[N+](=O)[O-] (centres undefined)
  -2%, 0%, 2%, 0%, ?, -1%
COc1cccc2c1C(=O)c1c(O)c3c(c(O)c1C2=O)C[C@](O)(C(=O)CO)C[C@@H]3O[C@H]1C[C@H](N)[C@@H](O)[C@H](C)O1
  ·, ·, -10%, ·, -10%, 5%
COc1ccc(N2CC(C(=O)Nc3cccnc3)CC2=O)cc1 (centres undefined)
  -1%, -2%, 34%[activator], 10%, 1%, 0%

Complete entries, looked up by structure.
`Nc1cc(N)nc(CS)n1` is listed as LmPK inhibitor = 1%; Sm TGR inh = 15%; Pf growth 48h = -5%; HCV inhibitor = 15%; Pf growth 96h = 5%; Tb PYK inh = -1%
`Cc1noc2ncc(C(=O)c3cc(F)ccc3O)cc12` is listed as LmPK inhibitor = 6%; Sm TGR inh = -16%; Pf growth 48h = ·; HCV inhibitor = -15%; Pf growth 96h = 8.3µM*; Tb PYK inh = 0%
